Screening data: PubChem BioAssay, National Center for Advancing Translational Sciences (NCATS)
LDHA block – inhibitors of human lactate dehydrogenase A | P00338 | purified LDHA, NADH/diaphorase-resazurin fluorescence; active compounds read low | activity change, % (values are at about 110 or 230 µM) | 480,000 tested, 0.15% active | AID 1347041; in the data active means activity change below about -30%; inconclusive means mostly about -25% to -30%;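 further: plate controls were DMSO wells for no effect and wells without enzyme for full effect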
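Remaining NADH was detected by diaphorase (0.133 mg/mL) converting 37 µM resazurin to fluorescent resorufin, read at 0 and 20 minutes. The preceding 5-minute room-temperature reaction used 2 nM LDHA, 0.2 mM sodium pyruvate and 0.06 mM NADH at pH 7.4.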
Starred values were filed as active, the others as inactive. The list is partial; the hit share may differ from the screen's.

The opening 15 compounds as a preview:
Screening CC1(C)C(=O)N(CC(=O)NC2CC2)c2ccc(S(=O)(=O)N3CCOCC3)cc21 returned LDHA block 4.
Screening O=C(COc1ccc2ccccc2c1)NCc1ccccc1CN1CCCC1 returned LDHA block -2.
For O=C(Cc1cc(Cl)c2c(c1)OCCO2)NC1CCN(CC(F)F)CC1 the results were LDHA block 2.
Screening CSCCC(C(=O)NC(C)(C)C)n1c(-c2cccc(NC(C)=O)c2)nc2ccccc21 (stereo not drawn) returned LDHA block 0.
O=C1c2ccccc2C(c2nnnn2-c2ccc3c(c2)OCCO3)N1Cc1ccccc1 (stereo not drawn) was read as LDHA block 8.
Screening CCCN1C(SCC(=O)N(CC)CC)=NS(=O)(=O)c2ccccc21 returned LDHA block 6.
`Brc1ccc(-c2noc(-c3ccccc3)n2)cc1` gave LDHA block 5.
`Cc1ccc(-c2cc(C(=O)NCc3ccccn3)c3ccccc3n2)s1` gave LDHA block 7.
Cc1c(CCC(=O)NCCCN2CCOCC2)c(=O)oc2c(C)c(O)ccc12 was read as LDHA block 12.
`O=S(=O)(Nc1nc2ccccc2nc1NCc1ccccc1Cl)c1cccs1` gave LDHA block -1.
For N#Cc1ccc(Cl)cc1NC(=O)C12CC3CC(CC(Cl)(C3)C1)C2 the results were LDHA block 6.
CC(C)N(C(=O)c1ccccc1F)C(C)C was read as LDHA block 4.
O=C(NC1CCCC1)c1ccc(C(F)(F)F)cn1 was read as LDHA block -2.
COC(=O)C1(NC(=O)c2ccc(OC)c(OC)c2)CCCCC1 was read as LDHA block 0.
Screening O=S(=O)(c1ccsc1)N1CCN(c2nc(-c3cccs3)nc3ccccc23)CC1 returned LDHA block -12.

The listing, from the start:
Screening CC1(C)C(=O)N(CC(=O)NC2CC2)c2ccc(S(=O)(=O)N3CCOCC3)cc21 returned LDHA block 4.
Screening O=C(COc1ccc2ccccc2c1)NCc1ccccc1CN1CCCC1 returned LDHA block -2.
For O=C(Cc1cc(Cl)c2c(c1)OCCO2)NC1CCN(CC(F)F)CC1 the results were LDHA block 2.
Screening CSCCC(C(=O)NC(C)(C)C)n1c(-c2cccc(NC(C)=O)c2)nc2ccccc21 (stereo not drawn) returned LDHA block 0.
O=C1c2ccccc2C(c2nnnn2-c2ccc3c(c2)OCCO3)N1Cc1ccccc1 (stereo not drawn) was read as LDHA block 8.
Screening CCCN1C(SCC(=O)N(CC)CC)=NS(=O)(=O)c2ccccc21 returned LDHA block 6.
`Brc1ccc(-c2noc(-c3ccccc3)n2)cc1` gave LDHA block 5.
`Cc1ccc(-c2cc(C(=O)NCc3ccccn3)c3ccccc3n2)s1` gave LDHA block 7.
Cc1c(CCC(=O)NCCCN2CCOCC2)c(=O)oc2c(C)c(O)ccc12 was read as LDHA block 12.
`O=S(=O)(Nc1nc2ccccc2nc1NCc1ccccc1Cl)c1cccs1` gave LDHA block -1.
For N#Cc1ccc(Cl)cc1NC(=O)C12CC3CC(CC(Cl)(C3)C1)C2 the results were LDHA block 6.
CC(C)N(C(=O)c1ccccc1F)C(C)C was read as LDHA block 4.
O=C(NC1CCCC1)c1ccc(C(F)(F)F)cn1 was read as LDHA block -2.
COC(=O)C1(NC(=O)c2ccc(OC)c(OC)c2)CCCCC1 was read as LDHA block 0.
Screening O=S(=O)(c1ccsc1)N1CCN(c2nc(-c3cccs3)nc3ccccc23)CC1 returned LDHA block -12.
For CCOC(=O)NCc1cccc(CNC(=O)OCC)c1 the results were LDHA block 7.
CC(=O)c1cccc(NS(=O)(=O)c2ccc3c(c2)CC(C)N3C(C)=O)c1 (stereo not drawn) was read as LDHA block 10.
`Cc1ccc(C(=O)OCc2nc3ccccc3o2)cc1` gave LDHA block -2.
Screening COc1ccc(-c2ccc3ncnc(NCCc4cnc[nH]4)c3c2)cc1OC returned LDHA block 6.
`O=C(Nc1cc(F)ccc1F)Nc1ccc(Cl)cc1C(F)(F)F` gave LDHA block 1.
Screening O=C(CCc1ncc(-c2ccc(F)cc2F)o1)Nc1ccc(S(=O)(=O)N2CCCC2)cc1 returned LDHA block 9.
Screening CC(C)CC(CNc1ccc2nnnn2n1)N1CCCC1 (stereo not drawn) returned LDHA block 5.
CC(C)NC(=O)c1cc(Cl)ccc1Cl was read as LDHA block 5.
O=C(Cn1cccc1-c1nc(-c2ccc3c(c2)OCO3)no1)Nc1ccc(F)cc1 was read as LDHA block -4.
COc1ccc(CN2C(=O)CCC2(C)c2nnnn2Cc2ccccc2)cc1 (stereo not drawn) was read as LDHA block -3.
`COc1cccc(C2C(C#N)=C(NC(=O)NCc3ccccc3)Oc3ccc4ccccc4c32)c1` (stereo not drawn) gave LDHA block 2.
Screening CCCN1CNc2c(c(=O)[nH]c(=S)n2CCc2ccc(C)cc2)C1 returned LDHA block 2.
For N#Cc1c(-c2ccc(-c3ccc(-c4no[n+]([O-])c4C#N)cc3)cc2)no[n+]1[O-] the results were LDHA block -2.
`OCCN(CCO)CC(O)COc1cccc2ccccc12` (stereo not drawn) gave LDHA block 13.
For Cc1cccc2c(=O)c(-c3ccccc3)c(NC(=O)c3cccs3)oc12 the results were LDHA block -10.
`CC(C)(C)c1nc(C#N)c(NCC(c2cccs2)N2CCOCC2)o1` (stereo not drawn) gave LDHA block 12.
`CCCCn1nc(C(=O)Nc2ccc(Br)cc2F)c2ccccc2c1=O` gave LDHA block 3.
COc1ccc2cc(C(=O)NCC(C)C)c(C)nc2c1 was read as LDHA block -23.
For CCN1CCC(N(Cc2ccc3c(c2)OCO3)C(=O)Nc2ccc(OC)cc2OC)CC1 the results were LDHA block -2.
For O=C(O)c1csc(Br)c1 the results were LDHA block -11.
Screening Cc1[nH]c(C(=O)NCCc2ccc(F)cc2)c(C)c1C(=O)OC(C)C returned LDHA block 5.
Screening CC(C)C(=O)Nc1ccc(Cl)c(C(N)=O)c1 returned LDHA block 15.
O=C(NCc1coc(-c2cccs2)n1)c1ccc(F)cc1F was read as LDHA block -10.
For COc1ccc(C)cc1-n1nnc(-c2nc(-c3ccncc3)no2)c1N the results were LDHA block -4.
Screening CC/C=C/C(=O)OCc1ccc(C(N)=O)cc1 returned LDHA block -13.
`Cc1nc2c(c(=O)[nH]1)C(c1cc(F)cc(F)c1)CC(=O)N2` (stereo not drawn) gave LDHA block 0.
`CC(C)NC(=O)C(=O)NCCC1CCCC1` gave LDHA block 1.
COc1cccc(C(N)=O)c1OCc1ccc(SC)cc1 was read as LDHA block 3.
O=C(NCc1cccc(Cl)c1)N1CC=C(c2ccc(F)cc2)CC1 was read as LDHA block 7.
COc1ccc2cc(/C=C3\SC(=O)NC3=O)ccc2c1 was read as LDHA block -1.
Cc1c(-c2ccccc2)nc2ccccc2c1C(=O)OCC(N)=O was read as LDHA block 0.
For Cc1cccn2cc(CSc3ncc(C(F)(F)F)cc3Cl)nc12 the results were LDHA block 4.
C#CCNC(=O)C[C@@H]1C[C@@]2(C(=O)OCC)CCCC=C2N(Cc2ccco2)C1=O was read as LDHA block -8.
Screening FC(F)C(F)(F)Sc1nc2ccccc2[nH]1 returned LDHA block 4.
For CC(=O)Nc1sc2c(c1-c1ccc3nsnc3c1)CCNC2 the results were LDHA block 6.
For CCOC(=O)c1cc(C)nc2c1c(=O)n(Cc1nc(-c3ccc(C(C)C)cc3)oc1C)c(=O)n2C the results were LDHA block 9.
For CCN1CCN(S(=O)(=O)c2ccc(NC(=O)c3nc(-c4ccccc4)oc3C)cc2)CC1 the results were LDHA block 4.
Cc1cc(OCC(=O)OCCCC(=O)c2ccc(F)cc2)ccc1Cl was read as LDHA block -23.
For CCN(CC(=O)Nc1c(F)cccc1F)C(=O)CCNS(=O)(=O)c1ccc(F)c(F)c1 the results were LDHA block 5.
Screening COc1ccc(C(=O)NCc2cccc(C)c2)cc1 returned LDHA block 3.
Screening CC(C)C[C@H]1CN(CCCC[C@H]2CNC(=O)C(=O)N2CCC2CCCCC2)C(=O)C(=O)N1CCc1ccccc1 returned LDHA block -2.
Screening O=C(NCCc1ccc(OC(F)F)cc1)c1nn(Cc2ccccc2)c(=O)c2ccccc12 returned LDHA block 30.
Screening Cn1c(=O)c2c(ncn2CC(=O)Nc2ccc3c(c2)OC2(CCCC2)O3)n(C)c1=O returned LDHA block -21.
For COc1cc(CN(C(=O)c2ccc3c(c2)NC(=O)CS3)C2CC2)ccc1OC(F)F the results were LDHA block inconclusive.
`COc1cc(/C=C2/NC(=O)NC2=O)cc(Cl)c1OCc1cccc(C(=O)O)c1` gave LDHA block 9.
`CCc1ccc(-c2nc(CSCC(=O)NCCCOC)c(C)o2)cc1` gave LDHA block -16.
Screening C=CCNC/C=C/c1ccccc1 returned LDHA block 7.
For O=C(CCC1CCCC1)NC1CCc2ccccc21 (stereo not drawn) the results were LDHA block -2.
Screening CC1=C(C(=O)OC(C)(C)C)C(c2ccccc2F)C(C#N)=C(N)O1 (stereo not drawn) returned LDHA block 5.
`Fc1ccc(-c2noc(CSc3nncc4ccccc34)n2)cc1` gave LDHA block 5.
For O=C(OCc1ccc(F)cc1Cl)c1ccc(C2Nc3ccccc3S(=O)(=O)N2)cc1 (stereo not drawn) the results were LDHA block 5.
Screening CC/C=C(/C)C(=O)NCC(c1ccsc1)N(C)C (stereo not drawn) returned LDHA block -17.
Screening Cc1nn(C(C)C)c(C)c1NC(=O)c1cc2occc2n1Cc1ccccc1 returned LDHA block 9.
`Cc1cc(OCC(=O)N(Cc2cccs2)c2ccccn2)ccc1Cl` gave LDHA block 16.
COCc1nnc(NC(=O)Cn2ccc3ccc(F)cc32)s1 was read as LDHA block -14.
For CCn1cnc2c1c(=O)n(CC(=O)NCC(C)(C)N1CCOCC1)c(=O)n2Cc1ccccc1 the results were LDHA block -6.
CCCOc1ccc(C(=O)OC(C)C(N)=O)cc1OCC (stereo not drawn) was read as LDHA block 1.
Screening O=C1CN(C(=O)CCc2c[nH]c3ccccc23)CCN1 returned LDHA block -14.
Screening Cn1nc(C(=O)NCc2cnn(-c3ccccc3)c2)c2ccccc2c1=O returned LDHA block 4.
CC(=O)Nc1cccc(NC(=O)CCc2c(C)[nH]n(-c3ccc(F)cc3)c2=O)c1 was read as LDHA block 3.
For Fc1ccc(CSc2nnc([C@@H]3CCCN3)o2)cc1 the results were LDHA block 2.
For O=C(Nc1ccc2c(c1)OCO2)C1CCN(c2ccc3nncn3n2)CC1 the results were LDHA block 16.
`CC(Cl)C(=O)Nc1ccc(C(N)=O)cc1` (stereo not drawn) gave LDHA block -2.
For FC(F)(F)c1ccc(Cl)c(N/N=C/c2cccc(Cl)c2Cl)c1 the results were LDHA block 0.
Screening CC(C)(CNC(=O)c1nccnc1N)c1ccc(Br)cc1 returned LDHA block -20.
`CCOC(=O)CSc1nc(N2CCCCC2)c2c(c1C#N)CCCC2` gave LDHA block -6.
Screening CC(C)CC(=O)N1CCN(C(=O)c2c[nH]c3ccccc23)CC1 returned LDHA block -6.
`COc1ccc2c(CN(C)CCOc3cc(C)cc(C)c3)cc(=O)oc2c1` gave LDHA block 0.
Screening Cc1ccccc1NC(=O)c1cc2cc([N+](=O)[O-])ccc2oc1=O returned LDHA block -1.
`Cc1ccc(-c2nc(SCc3ncc(-c4ccc(Cl)cc4)o3)n[nH]2)cc1` gave LDHA block 18.
For CCN(CC)C(=O)c1ccc2oc(CN3CCN(C(=O)Nc4cccc(Cl)c4C)CC3)nc2c1 the results were LDHA block -3.
Cc1ccsc1CNC(=O)/C=C/c1ccncc1 was read as LDHA block -7.
`CC(C)CC(=O)Nc1nonc1-c1ccc(Br)cc1` gave LDHA block -2.
COc1ccc(-n2ccnc2SCC(=O)Nc2nc(C)cs2)c(OC)c1 was read as LDHA block -1.
Screening Cc1ccc2nc(-c3cccnc3)cc(C(=O)NCc3cccs3)c2c1 returned LDHA block -6.
`CC(Sc1nccn1C)C(=O)Nc1sc2c(c1C#N)CCCCC2` (stereo not drawn) gave LDHA block 2.
Screening COc1cccc(N2Cc3nc(=O)n(CC(=O)NCc4ccccc4)n3C2=O)c1 returned LDHA block -3.
COc1ccc(OCc2nnc(SCC(=O)N3CCc4ccccc4C3)n2C)cc1 was read as LDHA block 7.
For Cc1ccc(SCc2ccc(C(=O)Nc3ccccc3C)cc2)cc1 the results were LDHA block 4.
O=C(Nc1ccc(Cl)cc1)c1nc2ccccc2nc1N1CCOCC1 was read as LDHA block -22.
`Cc1ccccc1C1CCCN1S(=O)(=O)c1ccc(C(C)(C)C)cc1` (stereo not drawn) gave LDHA block 3.
Screening CC(Oc1ccccc1F)C(=O)Nc1c(F)cccc1F (stereo not drawn) returned LDHA block -1.
CC(C)C[C@H]1CNC(=O)C(=O)N1C[C@H](Cc1ccc(O)cc1)NC(=O)Cc1ccccc1 was read as LDHA block -11.
For COC(=O)[C@]12CCCCC=C1N(Cc1cccc3ccccc13)C(=O)[C@H](CC(=O)NCc1ccccc1)C2 the results were LDHA block -1.
For COc1ccc(Cn2cc(CN3CCc4onc(-c5ccc(Br)cc5)c4C3=O)nn2)cc1 the results were LDHA block 4.
For O=C(Cc1ccccc1)Nc1c(NCC2CCCCC2)c2ccccc2oc1=O the results were LDHA block 1.
For O=C(NCC(c1cccs1)N1CCCC1)c1cc2ccccc2oc1=O (stereo not drawn) the results were LDHA block -3.
O=C(CCC(=O)c1ccc2c(c1)CCC2)NC1CCCC1 was read as LDHA block 4.
CCCCCCCCC/C(C)=N/NC(=O)C(=O)N/N=C(\C)CCCCCCCCC was read as LDHA block -6.
For COc1ccc2cc(CN(C)C(=O)CNC(=O)c3ccccc3Cl)ccc2c1 the results were LDHA block 3.
Screening CCCCOc1ccc2c(C)c(CCC(C)C)c(=O)oc2c1 returned LDHA block 13.
`CCCNC(=O)NCc1nc(-c2ccc(OC)cc2)oc1C` gave LDHA block -8.
For Cc1ccccc1CC(C)Nc1ccc(C#N)cn1 (stereo not drawn) the results were LDHA block 12.
For CN(CCCNC(=O)c1cccc2[nH]ncc12)Cc1ccccc1 the results were LDHA block -1.
